Assay outcomes from PubChem BioAssay.
ERAP1 HTS inh: ERAP1 (human) enzyme inhibition; Q9NZ08; inhibition, % at 10.7 µM; recombinant ERAP1, Leu-AMC fluorescence, 60 min; 340,000 tested, 0.15% active; AID 652197;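 active = mean replicate inhibition of at least 30%, or all replicates individually reaching that 30% level; inactive = mean below 30% and not every replicate reaching it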;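 note: 0% = neutral control wells and 100% = L-leucinethiol positive control wells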
Target sequence (Q9NZ08 whole entry, looked up): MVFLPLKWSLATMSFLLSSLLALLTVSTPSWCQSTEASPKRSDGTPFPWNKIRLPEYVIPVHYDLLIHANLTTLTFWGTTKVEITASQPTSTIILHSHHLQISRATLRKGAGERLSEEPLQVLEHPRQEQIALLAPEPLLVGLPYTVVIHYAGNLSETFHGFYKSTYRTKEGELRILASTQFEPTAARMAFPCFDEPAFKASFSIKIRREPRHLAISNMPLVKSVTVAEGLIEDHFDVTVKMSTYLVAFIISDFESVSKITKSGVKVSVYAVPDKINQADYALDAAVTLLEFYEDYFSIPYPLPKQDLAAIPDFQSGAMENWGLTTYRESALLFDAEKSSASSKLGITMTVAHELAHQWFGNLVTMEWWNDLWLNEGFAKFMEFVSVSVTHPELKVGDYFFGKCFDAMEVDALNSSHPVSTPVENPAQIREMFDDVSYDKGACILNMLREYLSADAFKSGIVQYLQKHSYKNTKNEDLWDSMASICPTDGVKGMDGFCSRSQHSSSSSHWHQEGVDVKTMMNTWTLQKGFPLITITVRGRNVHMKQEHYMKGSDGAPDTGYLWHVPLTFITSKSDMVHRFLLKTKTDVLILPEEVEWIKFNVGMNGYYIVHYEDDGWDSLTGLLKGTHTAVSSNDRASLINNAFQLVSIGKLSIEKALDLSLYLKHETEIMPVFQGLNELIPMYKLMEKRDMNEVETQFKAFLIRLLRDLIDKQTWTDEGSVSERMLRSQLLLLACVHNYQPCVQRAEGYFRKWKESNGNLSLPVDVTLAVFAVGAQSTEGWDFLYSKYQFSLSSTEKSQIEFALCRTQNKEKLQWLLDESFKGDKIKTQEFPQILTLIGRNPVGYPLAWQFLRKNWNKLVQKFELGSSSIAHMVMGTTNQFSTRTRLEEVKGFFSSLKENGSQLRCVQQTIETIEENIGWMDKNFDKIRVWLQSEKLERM
DENV2 CPE: protects cells from dengue virus 2 cytopathic effect; DENV2-infected cells, cytopathic effect rescue, plate reader; CPE inhibition, % at 9.99 µM; 350,000 tested, 1.7% active; in the data active = CPE inhibition above about 20%, passing the limit was not always enough; inconclusive = no clear call, values can overlap the other calls; tested in BHK-21 cells;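 note: 0% = median of neutral control wells and 100% = median of positive control wells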
miR122 inh: miR-122 inhibition in Huh7 cells; Huh7 miR-122 Renilla luciferase sensor, 48 h; neutral wells = 0, positive control = 100; activation (reporter increase), % at 12.5 µM; 340,000 tested, 0.3% active; AID 602342;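 active = mean replicate activation score at least 90 and every replicate individually at or above 90; inconclusive = only one of the two criteria met; inactive = neither criterion met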;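 note: higher luciferase means less miR-122 activity so hits act as miR-122 inhibitors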
SIRT5 block: sirtuin-5 (human) deacylase inhibition. 330,000 tested, 1.1% active. Purified SirT5, succinyl-peptide AMC, trypsin-coupled fluorescence. inhibition, % at 15 µM. AID 652115; in the data active = inhibition above about 15%; inconclusive = no clear call, values can overlap the other calls
CASP6 VEID inh: blocks human caspase-6 cleavage activity | inhibition, % at 12.5 µM | purified caspase-6, Z-VEID-R110 cleavage fluorescence | 350,000 tested, 0.53% active | P55212;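 active = mean inhibition across replicates at least about 35%, with every replicate also reaching that limit, limit read from the data; inconclusive = only one of the two criteria met; inactive = neither criterion met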;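 note: 0% = median of neutral control wells and 100% = no fluorescence left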
ERp5 block: ERp5 (human) disulfide isomerase inhibition; Q15084; ERp5 insulin aggregation, absorbance 650 nm, 90 min; inhibition, % at 9.99 µM; 350,000 tested, 0.05% active; AID 651711;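 active = mean replicate inhibition above about 25%, with every replicate also reaching it, limit read from the data, passing the limit was not always enough; inconclusive = only one of those two criteria met; inactive = neither criterion met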
F508del corr: CFTR F508del correction in bronchial cells; 350,000 tested, 0.36% active; activity (quench increase), % at 7.58 µM; AID 720511; CFBE cells, YFP halide quenching; stimulated with forskolin plus potentiator P3; % fluorescence drop versus neutral controls;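 active = mean added fluorescence quench of at least 8% versus neutral control, with both replicates also reaching 8%; inconclusive = only one of the mean or replicate conditions met; inactive = mean below 8% and not both replicates reaching 8%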;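 note: cells transiently co-express mutant CFTR-F508del with the halide-sensitive YFP; corrector assay measuring rescue of mutant channel to the surface after 24 h compound exposure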
Numbers without * were called inactive; ? = inconclusive; / = no result given; & = joins results of further samples; [ ] = remark or other dose. Rows are unselected. Share with any hit: about 4%.

SMILES | ERAP1 HTS inh | DENV2 CPE | miR122 inh | SIRT5 block | CASP6 VEID inh | ERp5 block | F508del corr
C[C@@H]1CCCCO[C@H](CN(C)C(=O)Nc2ccc(C(F)(F)F)cc2)[C@H](C)CN([C@H](C)CO)C(=O)c2cc(NS(=O)(=O)c3ccccc3)ccc2O1 | -5 | 77* | -3[16.7 µM] | 0 | 1 | 0 | 1.1
CN(C)CCNC(=O)c1cccc(-c2cnc3c(NC=O)cc(-c4cc(F)c(F)c(F)c4)cn23)c1 | 2 | -4 | -10 | -2 | -70 | 0 | 0.3
CC(C)NC(=O)Nc1ccc2c(c1)C(=O)N(C)[C@@H]1CC[C@H](CC(=O)NC3CCCCC3)O[C@@H]1CO2 | / | -3 | -12[16.7 µM] | / | / | / | -0.5
Clc1ccc(-c2cc3nc(NCc4cccc(Cl)c4)ccn3n2)cc1 | 1 | -8 | 0 | / | -3 | 2 | 2.5
Cc1cccc(C)c1NC(=O)COC(=O)/C=C/c1ccc(S(=O)(=O)N2CCOCC2)cc1 | 0 | / | / | -2 | -2 | 0 | 0.2
CO[C@H]1CN(C)C(=O)c2cc(NC(=O)Nc3cc(F)ccc3F)ccc2OC[C@H](C)N(C)C[C@@H]1C | 0 | -1 | 27[16.7 µM] | 5 | -6 | -8 | 0.3
COC(=O)C1=CN(c2ccc(Oc3ccccc3)cc2)C(N)=C(C#N)C1c1ccccc1 (configuration not stated) | / | 15 | / | -3 | 0 | 6 | -0.6
COCCOC(=O)c1c(C)oc2ccc(NS(=O)(=O)c3cccs3)cc12 | -1 | -6 | -6 | -4 | 5 | 4 | 1.9
Cc1ccc(S(N)(=O)=O)cc1NC(=O)C1CC2CCC1C2 (configuration not stated) | -1 | -1 | -3 | -2 | 6 | 5 | 1.2
C[C@H](CO)N1C[C@H](C)[C@H](CN(C)C(=O)CC2CC2)Oc2cc(C#CCN(C)C)ccc2S1(=O)=O | 5 | -6 | 1[16.7 µM] | 2 | 0 | -2 | 0.3
CCOC(=O)[C@]12CCC=C1N(Cc1ccc3c(c1)OCO3)C(=O)[C@H](CC(=O)N1CCSCC1)C2 | -4 | -6 | / | 3 | 2 | 2 | -1.9
COc1ccc(S(=O)(=O)Nc2ccc3c(c2)C(=O)N([C@H](C)CO)C[C@H](C)[C@@H](CN(C)C(=O)CCC(F)(F)F)OCCCC[C@@H](C)O3)cc1 | 2 | 10 | 3[16.7 µM] | 1 | -1 | -3 | -1.6
CSc1cccc(NC(=O)CCS(=O)(=O)c2cccc3nonc23)c1 | 2 | 10 | 2 | -4 | 1 | 1 | -4.2
COc1ccccc1-c1cc2nc(-c3ccccc3)cc(N3CCN(C(=O)c4ccoc4)CC3)n2n1 | 5 | 3 | -12 | -3 | -4 | 0 | -2.2
CN=c1scc(-c2ccc([N+](=O)[O-])cc2)n1/N=C/c1ccco1 | -5 | 2 | -4 | 0 | -3 | 4 | 0.3
CCOC(=O)CCCNC(=O)CSc1nnc(-c2ccccc2)c(-c2ccccc2)n1 | -1 | 1 | 1 | 2 | -1 | 1 | 0.1
C[C@H](CO)N1C[C@H](C)[C@H](CN(C)C(=O)Nc2ccc3c(c2)OCO3)OCCCC[C@H](C)Oc2ccc(NC(=O)CCC(F)(F)F)cc2C1=O | 4 | 5 | 8[16.7 µM] | -7 | 3 | 6 | 2.7
CCCCCc1nnc(NC(=O)Cc2ccc([N+](=O)[O-])cc2)s1 | -2 | -1 | 0 | 0 | -2 | -13 | ?
O=c1c(-c2ccc(Cl)cc2)cnc2n1CCS2 | -1 | 1 | / | 0 | -2 | 0 | 1.5
CCCN(C)C[C@H]1Oc2cc(C#CCOC)ccc2S(=O)(=O)N([C@@H](C)CO)C[C@H]1C | -1 | ? | 1[16.7 µM] | -2 | 1 | 3 | 1.6

Already shown: an excerpt of the list.
SMILES | ERAP1 HTS inh | DENV2 CPE | miR122 inh | SIRT5 block | CASP6 VEID inh | ERp5 block | F508del corr
CCCCCc1nnc(NC(=O)Cc2ccc([N+](=O)[O-])cc2)s1 | -2 | -1 | 0 | 0 | -2 | -13 | ?
O=c1c(-c2ccc(Cl)cc2)cnc2n1CCS2 | -1 | 1 | / | 0 | -2 | 0 | 1.5
CCCN(C)C[C@H]1Oc2cc(C#CCOC)ccc2S(=O)(=O)N([C@@H](C)CO)C[C@H]1C | -1 | ? | 1[16.7 µM] | -2 | 1 | 3 | 1.6

(list continues)
SMILES | ERAP1 HTS inh | DENV2 CPE | miR122 inh | SIRT5 block | CASP6 VEID inh | ERp5 block | F508del corr
CCCN1C[C@H](C)[C@H](OC)CN(C)C(=O)c2cc(NC(=O)NC3CCCCC3)ccc2OC[C@H]1C | -1 | 7 | 0[16.7 µM] | 3 | 3 | 0 | -2.4
CC(=O)Nc1ccc(NC(=O)c2cc(=O)c3cc(C)cc(C)c3o2)cc1 | 0 | 4 | 2 | -1 | -3 | -1 | -0.5
CC(NC(=O)COc1cccnc1[N+](=O)[O-])c1ccc(F)cc1 (configuration not stated) | -5 | -9 | -5 | -2 | 0 | 3 | -1.7
COc1ccc(C(=O)N2CCOC2CNC(=O)C(=O)NCc2ccccc2Cl)cc1 (configuration not stated) | -8 | 6 | -1 | -4 | -4 | 2 | 2.7
CCCNC(=O)N1C[C@H](C)[C@@H](OC)CN(C)C(=O)c2ccc(NC(=O)CC)cc2OC[C@@H]1C | 0 | 6 | / | 0 | -2 | 8 | -1.4
Cc1ccc(S(=O)(=O)N2[C@H](CC(=O)OCc3ccccc3)OC[C@@H]2C(C)C)cc1 | -1 | 0 | / | 1 | -2 | -3 | -4.8
COc1ccccc1/C=C/c1onc(C)c1S(=O)(=O)N1CCC(C(=O)NC(C)C)CC1 | 4 | 13 | 6 | 0 | -1 | 5 | 6.0
Cc1nc(N2CCCCC2)sc1C(=O)c1cccc([N+](=O)[O-])c1 | 4 | -7 | / | -2 | 0 | 3 | 5.2
Cc1ccc(-n2ncc3c2CC(C)(C)CC3NC(=O)CCc2ccc(=O)[nH]n2)cc1 (configuration not stated) | -3 | ? | 6 | 8 | -3 | / | -3.6
Nc1cnccc1C(=O)O | -3 | 3 | -6 | 2 | 33 | 0 | 3.4
O=C(CNC(=O)c1cccs1)Nc1ccc(N2CCOCC2)cc1 | -2 | -2 | -3 | 2 | 0 | 15 | -0.2
Cc1cc(Nc2ccccc2Cl)nc(-c2ccccc2O)n1 | 1 | 1 | -4 | -4 | -1 | 10 | -2.4
c1ccc(-c2nccnc2-c2ccccc2)cc1 | -1 | -2 | / | -2 | 0 | / | -0.9
C/C=C/c1ccc([C@H]2[C@@H](CO)N3C(=O)CN(S(=O)(=O)c4cccc(F)c4)C[C@@H]23)cc1 | 0 | 43* | / | 0 | -3 | 4 | -1.7
CC1(C(=O)Nc2cnc3ccccc3c2)CCN1Cc1ccc2c(c1)OCCO2 (configuration not stated) | 13 | ? | 0 | 0 | -2 | 5 | -1.0
Cc1nc(SCC(=O)N(C)C2CCS(=O)(=O)C2)c(C#N)c(C)c1C (configuration not stated) | -1 | 11 | 3 | -8 | 1 | -9 | 1.2
CC(C)Nc1nc(Cl)nc(N(C#N)CN2C(=O)c3ccccc3S2(=O)=O)n1 | / | 6 | 0 | -2 | 0 | 1 | -1.0
O=C(COc1ccc(Cl)cc1Br)N1CCN(S(=O)(=O)c2ccccc2)CC1 | 3 | -8 | 0 | 0 | 1 | 2 | -0.1
COc1cc2ccccc2cc1C(=O)N1CCN(C)CC1 | 8 | / | -8 | -2 | -17 | 1 | -0.3
CC(=O)n1cc([C@H]2C=C(C(=O)N3CCN(Cc4ccc5c(c4)OCO5)CC3)O[C@@H](OCc3ccc(CO)cc3)C2)c2ccccc21 | -2&-1 | 24* | -12 | 11 | -1&-1 | 1&6 | 4.5&3.3
O=C(COc1ccc(S(=O)(=O)N2CCOCC2)cc1)NCCN1CCOCC1 | 3 | -7 | -7 | -2 | 3 | 2 | 2.1
CCOC(=O)c1nn(-c2ccc(C)cc2)c(=O)cc1OCC(=O)Nc1cc(C)ccc1OC | -1 | 9 | / | -8 | 2 | 1 | -5.2
COc1ccc(NC(=O)N[C@@H]2CC[C@@H](CCNS(=O)(=O)c3ccccc3F)O[C@@H]2CO)cc1 | -2 | -7 | / | 0 | 2 | 9 | 3.2
COc1cc(CCC(=O)OCC(=O)Nc2cccc(S(=O)(=O)N(C)C)c2)cc(OC)c1OC | 9 | 1 | / | -5 | 8 | -3 | /
O=C(Nc1cccc(C(=O)N2CCCC2)c1)C1CCCC1 | 2 | -14 | -5 | -6 | 2 | 0 | -0.5
Cc1ccc([N+](=O)[O-])cc1S(=O)(=O)Nc1ccc(-c2ccc(N3CCOCC3)nn2)cc1 | 2 | 9 | / | 0 | 0 | -2 | -1.5
CC(=O)c1c(C)oc2ccc(N(C(C)=O)S(=O)(=O)c3ccc(F)cc3C)cc12 | 5 | 9 | -4 | -1 | 0 | -2 | 1.1
CCC(C)(C)C1CCc2[nH]nc(C(=O)NC3CCCC3)c2C1 (configuration not stated) | 2 | 0 | 7 | 7 | 2 | 0 | 2.9
CCS(=O)(=O)N1CCCCN2[C@H](C1)[C@@H](c1ccc(-c3ccc(C#N)cc3)cc1)[C@@H]2CO | 7 | 41* | 43[16.7 µM] | 0 | -2 | 0 | 0.4
COc1ccc(S(=O)(=O)Nc2ccc3c(c2)CC(=O)N([C@@H](C)CO)C[C@@H](C)[C@H](CN(C)C(=O)Nc2ccc(C(F)(F)F)cc2)O3)cc1 | 0 | 5 | 5[16.7 µM] | 4 | 0 | 15 | 1.8
CCCNC(=O)Nc1ccc2c(c1)OC[C@@H](C)N(Cc1ccc(-c3ccccn3)cc1)C[C@H](C)[C@@H](OC)CN(C)C2=O | / | -1 | / | / | -1 | / | 1.7
CCCNC(=O)N1CC2(CCN(C(C)=O)CC2)c2c(n(C)c3cc(OC)ccc23)[C@@H]1CO | 2 | -2 | / | -7 | -2 | 9 | 1.2
CC(=O)O[C@@H]1[C@@]2(C)O[C@H]2CC[C@]23O[C@H]2[C@H](OC3=O)C2=C(C)C(=O)O[C@@]21O | 2 | 8 | -5 | / | 1 | 1 | 0.2
COc1ccc(NC(=O)N2CCC(n3cnc4ccccc43)CC2)cc1 | 5 | 0 | -4 | 1 | 1 | -6 | 6.8
COC(=O)c1c(NC(=O)C2=COCCO2)sc(C)c1C | -2 | 2 | / | -1 | -5 | -7 | 0.7
COc1cc(C(O)c2nc(-c3cccs3)cs2)ccc1F (configuration not stated) | 1 | -2 | -11 | 0 | 5 | -7 | 0.3
COc1ccc(CN(C)C[C@H]2OCCCC[C@@H](C)Oc3ccc(NS(=O)(=O)c4ccc(Cl)cc4)cc3C(=O)N([C@H](C)CO)C[C@H]2C)cc1 | -2 | ? | -10[16.7 µM] | 6 | 2 | 3 | 3.9
CCC(=O)NC(=S)Nc1ccc(NC(=O)c2ccc(C)c([N+](=O)[O-])c2)cc1 | 1 | 2 | / | -6 | 1 | 0 | /
COc1ccc(NC(=O)CN(C)C(=O)c2cn(-c3ccccc3)nc2-c2ccc(F)cc2)cc1 | 1 | 0 | -5 | 0 | -69 | 8 | -4.9
CCCC/C(O)=C1\C(=O)CC(C)(C)CC1=NCCCCCC(=O)O | -2 | -1 | / | 2 | 0 | 2 | -2.7
CCN(C(=O)CSc1ccccn1)C1CCCCC1 | -2 | 6 | / | -1 | 0 | 3 | -3.0
Cc1cc(C(=O)N2CCC2(C)C(=O)NS(=O)(=O)c2ccc(F)cc2F)nn1C (configuration not stated) | 7 | 0 | -4 | -2 | 0 | 4 | 0.7
CC(C)CN(C(=O)COC(=O)c1ccc([N+](=O)[O-])o1)C1CCS(=O)(=O)C1 (configuration not stated) | 1 | 12 | 5 | 3 | 5 | -6 | 1.7
Cc1noc(C)c1CSc1ccccc1C(=O)O | 2 | ? | 1 | -2 | 1 | 3 | -0.7
Cc1ccc(S(=O)(=O)N2CCC(C(=O)Nc3ccc(N4CCOCC4)cc3)CC2)cc1C | 8 | 6 | / | -2 | -7 | 9 | -7.0
Nc1nc(-c2ccc(Cl)cc2)nn1C(=O)c1ccco1 | -2 | -13 | 1 | -2 | -3 | 0 | -0.2
